Source: PubChem BioAssay (several laboratories)
Bcl-xL primary: blocks human Bcl-xL binding to Bim BH3 peptide | Q07817 | 0.7% of 320,000 active | GST-Bcl-xL / FITC-Bim BH3 peptide fluorescence polarization | AID 2129 | inhibition, % at 10.9 µM;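 active = inhibition above the mean of all tested compounds plus 3 SD, cutoff set per campaign, cut at about 30% in these data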;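 also: 0% = DMSO wells and 100% = unlabeled Bim-BH3 peptide competitor; inhibitors lower millipolarization by displacing the labeled peptide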
Target sequence (Q07817 whole entry, looked up): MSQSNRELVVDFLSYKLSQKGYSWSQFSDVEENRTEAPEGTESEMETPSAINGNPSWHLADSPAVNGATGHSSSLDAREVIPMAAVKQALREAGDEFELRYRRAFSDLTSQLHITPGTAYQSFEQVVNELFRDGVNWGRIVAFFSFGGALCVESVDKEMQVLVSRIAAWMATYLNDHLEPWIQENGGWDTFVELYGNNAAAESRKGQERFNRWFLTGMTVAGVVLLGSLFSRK
Fam108B inh: Fam108B inhibition, counter-screen for RBBP9 inhibitors | recombinant Fam108B, FP-Rh probe fluorescence polarization | inhibition, % at 9.51 µM | 0.33% of 300,000 active;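 active = inhibition above the screen mean inhibition plus 3 SD, computed separately per campaign, cut at about 18% in these data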;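 also: inhibitors lower polarization as less probe binds the enzyme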
GLD-1 TGE inh: GLD-1-TGE RNA interaction inhibition (C. elegans); Q17339; purified GLD-1 + fluorescein TGE RNA, fluorescence polarization; inhibition, % at 5.96 µM; 0.44% of 320,000 active;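 active = percent inhibition above a per-plate cutoff, the plate mean of test compounds plus 3 SD, cut at about 30% in these data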;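 also: 0% = DMSO wells with GLD-1 and probe and 100% = wells lacking GLD-1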
Target sequence (Q17339 whole entry, looked up): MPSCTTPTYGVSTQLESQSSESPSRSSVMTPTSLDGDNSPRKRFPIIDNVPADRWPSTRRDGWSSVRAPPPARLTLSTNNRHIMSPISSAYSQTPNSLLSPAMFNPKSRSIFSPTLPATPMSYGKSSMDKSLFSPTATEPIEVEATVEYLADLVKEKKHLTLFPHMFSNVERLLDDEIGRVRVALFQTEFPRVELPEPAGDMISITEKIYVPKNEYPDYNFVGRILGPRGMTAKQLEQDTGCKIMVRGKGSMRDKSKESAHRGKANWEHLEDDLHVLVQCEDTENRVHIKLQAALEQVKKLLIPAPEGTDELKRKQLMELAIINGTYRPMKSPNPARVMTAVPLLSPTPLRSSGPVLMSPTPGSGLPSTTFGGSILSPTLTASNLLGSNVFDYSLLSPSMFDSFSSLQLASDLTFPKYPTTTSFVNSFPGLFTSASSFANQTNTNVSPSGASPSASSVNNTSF
Efflux pump mplx: antifungal efflux pump inhibition, Nile Red retention | S. cerevisiae Candida pump triplex | inhibition, % at 10 µM | 0.44% of 330,000 active;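 active = plate passing quality check with inhibition over a set limit, or well fluorescence over plate mean plus 4 SD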;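 also: Nile Red retained in pooled yeast measured as flow cytometry median fluorescence; 0% = buffer negative control and 100% = Enniatin B positive control; higher means more Nile Red kept so more efflux inhibition; some compounds called inactive have numbers as strong as hits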
GRK2 aptamer HTS: human GRK2 inhibition via aptamer displacement; P25098; bead flow cytometry, FAM-aptamer displacement from GRK2; inhibition of aptamer binding, % at 10 µM; 0.59% of 330,000 active; AID 488847;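 active = inhibition of aptamer binding above 40%, roughly 3 SD of noise, on plates passing a quality check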;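 also: median bead fluorescence of bound FAM aptamer so fluorescent compounds give negative values; no value below 0 was filed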
MCL1-BIM inh: MCL1-BIM-BH3 interaction inhibition (human); Q07820; GST-MCL1 / FITC-Bim-BH3 fluorescence polarization; inhibition, % at 10.9 µM; 0.68% of 320,000 active;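 active = inhibition above the mean inhibition of all tested compounds plus 3 SD, set per campaign, cut at about 40% in these data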;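 also: 0% = DMSO wells and 100% = unlabeled Bim-BH3 peptide control; higher means more loss of mP so more displacement of Bim peptide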
PME-1 primary: blocks human protein phosphatase methylesterase 1; inhibition, % at 5.9 µM; 0.53% of 320,000 active; AID 2130; recombinant PME-1, FP-Rh probe fluorescence polarization;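 active = inhibition above the campaign mean of all compounds plus 3 SD, cut at about 26% in these data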;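 also: competitive labeling of PME-1 active site by serine hydrolase directed probe; 0% = PME-1 with DMSO and 100% = wells lacking PME-1 enzyme; inhibitors block probe labeling so polarization falls and inhibition rises; many of its hits are not listed in these tables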
VLA-4 inh: inhibition in a human VLA-4 binding assay; P13612; VLA-4 expressing cells, ligand binding flow cytometry; inhibition, % (about 7 µM as worked out from the volumes in the protocol); 0.2% of 330,000 active; AID 2557; in the data active = inhibition above about 50%
MEX-5 binding: C. elegans MEX-5 TCR-2 RNA binding activity | Q9XUB2 | MEX-5/FITC-TCR2 RNA binding, fluorescence polarization; stronger effect = lower value | activity score (negative = inhibition of binding), % at 10 µM | 0.38% of 300,000 active;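 active = inhibition past about -25% in most replicates, and total fluorescence under double the plate's negative control median, limit read from the data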;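 also: 0% = DMSO and -100% = 5 µM competing unlabeled TCR2 RNA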
Active calls of the source: *; · = no result given. These rows are one share of the data; rates above refer to the full screens.

SMILES	Bcl-xL primary	Fam108B inh	GLD-1 TGE inh	Efflux pump mplx	GRK2 aptamer HTS	MCL1-BIM inh	PME-1 primary	VLA-4 inh	MEX-5 binding
C=CCn1c(SCC(=O)Nc2ccc(C(=O)O)cc2)nc2sc(C)c(C)c2c1=O	4	·	-3	-0.2	2	-3	-1	10	·
CCn1c(SCC(=O)NCCc2ccccc2)nnc1C(C)C	3	-4	5	0.0	1	3	2	8	-3.7
CC(NC(=O)c1ccco1)C(=O)N1CCN(c2ccccc2)CC1 (stereo not given)	4	1	3	-0.1	0	6	3	9	0.0
O=C(c1ccc(Cl)cc1)N1C2C=CC(C2)C1(C(F)(F)F)C(F)(F)F (stereo not given)	0	3	1	15*	·	-7	5	32	1.3
C=CCOC(=O)C1=C(C)NC(=O)NC1c1ccc(OCC)cc1 (stereo not given)	-1	1	1	0.0	0	-10	-4	-15	1.2
CCOC(=O)C1CCCN(C(=O)c2ccc3c(c2)NC(=O)C(N2CCOCC2)S3)C1 (stereo not given)	3	3	-2	0.0	3	1	-6	21	1.2
COc1ccc(Cl)cc1C(=O)NNC(=S)NC(=O)/C=C/c1ccco1	0	1	-2	0.0	2	6	6	17	0.6
COc1ccccc1C1=NC(c2ccc(C)cc2)N=C1C (stereo not given)	2	0	12	0.0	2	5	-2	-4	2.2
COc1ccc(C(C)=O)cc1COC(=O)c1cccnc1SC	0	-1	-11	0.3	3	-1	-6	7	-2.7
CCOC(=O)CNC(=O)CSc1nc2cccnc2n1Cc1ccccc1	-1	-5	-4	0.2	2	-8	-10	-17	-1.1
CCCCCCOC(=O)CCc1c(C)nc(N)[nH]c1=O	7	-1	-3	0.2	0	10	-6	-8	0.1
C=CCOn1c(C)c(C(C)=O)c2c3no[n+]([O-])c3ccc21	4	-2	-1	0.0	3	0	5	-2	2.3
CC(=O)c1cc(CN2CCC(n3nccc3NC(=O)c3ccccc3C)CC2)cs1	3	4	2	-1.3	0	-1	-4	3	-4.4
COc1ccccc1CNC(=O)COc1ccc(C)cc1	4	3	3	-0.1	1	5	0	4	-0.8
CCOc1ccc(C(=O)NCC(=O)NCCCn2nc(C)cc2C)cc1OCC	5	2	1	-1.2	5	0	-2	8	2.0
O=C(NCc1ccco1)/C(=C/c1ccco1)NC(=O)c1ccc(Br)o1	17	0	10	0.3	10	12	0	5	-3.8
CC(C)(C)C(=O)Nc1ncccc1C(O)c1cccc(C(F)(F)F)c1 (stereo not given)	6	0	1	0.0	7	9	4	6	0.4
C=CCNC(=O)c1c(CSc2ccccc2)noc1C(=O)NCc1ccccc1	5	1	9	0.0	0	6	-2	-6	·
O=C(C[n+]1cc(Br)cc2ccccc21)c1ccc(F)cc1	63*	-1	-39	0.1	38	63*	-1	-39	4.1
CCNC(=S)N1CCc2cc(OC)c(OC)cc2C1COc1ccccc1OC (stereo not given)	6	6	1	0.1	0	5	3	0	3.3
Cc1cc(NC(=O)C2CC2)ncc1NC(=O)C12CC3CC(CC(C3)C1)C2	7	-3	2	0.2	1	11	-1	16	-2.5
CCCCN(Cc1cc2ccccc2[nH]c1=O)S(C)(=O)=O	6	3	4	0.0	3	-1	-2	7	1.7
c1cncc(-c2nc3ccccc3[nH]2)c1	3	5	6	0.0	1	5	-2	-8	1.2
Cc1ccc(S(=O)(=O)N2CCC3(CC2)OCCN3S(=O)(=O)c2c(C)cc(C)cc2C)cc1	0	3	2	0.1	3	0	0	2	0.1
CN(C)c1ccc(CN(C(=O)c2ccccc2Br)C2CCS(=O)(=O)C2)cc1 (stereo not given)	5	1	-4	0.2	0	5	-1	13	-8.0
O=C1C2CCCN2C(c2ccccc2)N1c1nccs1 (stereo not given)	9	-3	2	-0.3	0	13	-1	12	-1.5
CC(C)CC1Nc2ncnc(N3CCN(c4ccccn4)CC3)c2N(Cc2ccc(Br)cc2)C1=O (stereo not given)	4	0	-1	-0.1	0	1	10	-5	3.3
CC(C)CCNC(=O)C1CC(=O)N(C2CCCC2)C1 (stereo not given)	3	1	2	-0.1	0	1	-1	-1	2.3
O=C(Oc1ccc2[nH]cc(CCN3C(=O)c4ccccc4C3=O)c2c1)c1ccco1	1	0	3	-0.1	4	5	-6	6	-0.3
OCCNCCOc1ccccc1F	6	-7	4	0.0	3	12	-6	-1	-1.8
CC(=O)NS(=O)(=O)c1ccc(NC(=O)CC(C)c2ccccc2)cc1 (stereo not given)	7	1	10	-0.2	2	8	-13	-1	-0.3
COc1ccc(NC(=O)CCc2ccccc2)cc1S(=O)(=O)N1CCOCC1	-4	·	-1	0.0	0	-4	2	-2	·
Cc1ccc2c(c1)[C@H]1[C@H](CO2)[C@H](c2ccccc2)[C@]2(C)C(=O)Nc3cc(F)c(F)cc3C(=O)N12	·	·	6	-0.1	0	·	·	7	·
N#Cc1ccsc1NC(=O)CN1CCN(c2ccccc2O)CC1	8	5	-2	-0.1	2	5	-1	8	-0.7
CCOc1nc(NCCN2CCOCC2)nc(Nc2ccc(C)cc2)n1	5	-1	8	-0.1	0	9	-2	-15	1.2
S=c1nc(Cc2ccc(Cl)cc2)[nH]c2ccccc12	5	-4	3	0.0	3	14	-3	2	-1.7
COc1ccc(-c2[nH]ncc2CN2CCC(C(=O)c3ccc(F)cc3)CC2)cc1	3	4	-2	0.1	0	4	-6	6	1.9
Cc1cc2c(cc1S(=O)(=O)N(C)Cc1ccccc1)n(C)c(=O)c(=O)n2C	4	3	4	0.0	2	8	0	41	-1.9
CCn1c(SCC(=O)NCc2ccco2)nnc1-c1ccncc1	9	-4	-1	0.1	11	8	-6	6	3.2
N#C/C(=C(/O)c1cccc(F)c1)c1nc2ccccc2s1	5	3	-7	0.0	0	0	-3	0	-3.6

A different layout for some results above:
> Cc1cc2c(cc1S(=O)(=O)N(C)Cc1ccccc1)n(C)c(=O)c(=O)n2C
  Bcl-xL primary = 4; Fam108B inh = 3; GLD-1 TGE inh = 4; Efflux pump mplx = 0.0; GRK2 aptamer HTS = 2; MCL1-BIM inh = 8; PME-1 primary = 0; VLA-4 inh = 41; MEX-5 binding = -1.9

> OCCNCCOc1ccccc1F
  Bcl-xL primary = 6; Fam108B inh = -7; GLD-1 TGE inh = 4; Efflux pump mplx = 0.0; GRK2 aptamer HTS = 3; MCL1-BIM inh = 12; PME-1 primary = -6; VLA-4 inh = -1; MEX-5 binding = -1.8

> CCCCN(Cc1cc2ccccc2[nH]c1=O)S(C)(=O)=O
  Bcl-xL primary = 6; Fam108B inh = 3; GLD-1 TGE inh = 4; Efflux pump mplx = 0.0; GRK2 aptamer HTS = 3; MCL1-BIM inh = -1; PME-1 primary = -2; VLA-4 inh = 7; MEX-5 binding = 1.7

> c1cncc(-c2nc3ccccc3[nH]2)c1
  Bcl-xL primary = 3; Fam108B inh = 5; GLD-1 TGE inh = 6; Efflux pump mplx = 0.0; GRK2 aptamer HTS = 1; MCL1-BIM inh = 5; PME-1 primary = -2; VLA-4 inh = -8; MEX-5 binding = 1.2

Ordered by length of the SMILES (falling): some entries from above
SMILES	Bcl-xL primary	Fam108B inh	GLD-1 TGE inh	Efflux pump mplx	GRK2 aptamer HTS	MCL1-BIM inh	PME-1 primary	VLA-4 inh	MEX-5 binding
Cc1ccc(S(=O)(=O)N2CCC3(CC2)OCCN3S(=O)(=O)c2c(C)cc(C)cc2C)cc1	0	3	2	0.1	3	0	0	2	0.1
CC(C)CC1Nc2ncnc(N3CCN(c4ccccn4)CC3)c2N(Cc2ccc(Br)cc2)C1=O (stereo not given)	4	0	-1	-0.1	0	1	10	-5	3.3
CCn1c(SCC(=O)NCc2ccco2)nnc1-c1ccncc1	9	-4	-1	0.1	11	8	-6	6	3.2
O=C1C2CCCN2C(c2ccccc2)N1c1nccs1 (stereo not given)	9	-3	2	-0.3	0	13	-1	12	-1.5

Next part.
SMILES	Bcl-xL primary	Fam108B inh	GLD-1 TGE inh	Efflux pump mplx	GRK2 aptamer HTS	MCL1-BIM inh	PME-1 primary	VLA-4 inh	MEX-5 binding
Cc1ccc(NC(=O)CNC(=O)c2ccccc2F)cc1Cl	3	-2	-2	0.4	0	0	-6	0	1.5
CC1(C)Cc2cccc(OCC(=O)OCC(=O)c3ccccc3)c2O1	4	·	0	0.2	3	-4	1	10	·
O=C(c1ccc(F)cc1)c1cnc(Nc2ccccc2)s1	2	0	1	0.4	30	5	-5	6	0.4
O=C(NCCCN1CCCC1)c1ccc(CS(=O)(=O)c2ccc(Cl)cc2)o1	4	-1	4	-0.1	1	-1	1	16	-0.7
COc1ccc(S(=O)(=O)N(Cc2cccnc2)Cc2cc3ccccc3[nH]c2=O)cc1	5	-2	9	0.2	1	-4	1	15	2.0
O=c1n(Cc2ccccc2Cl)nc2n1-c1ccccc1SC2	5	-2	0	-0.1	2	-1	5	-7	-0.2
CC1CCN(c2nc(Cl)nc(Nc3ccc([N+](=O)[O-])cc3)n2)CC1	0	-6	1	0.1	0	1	-6	18	-1.0
COc1ccc(OC)c(S(=O)(=O)NCCCN2CCOCC2)c1	·	·	1	0.3	0	·	·	8	·
O=C(COc1ccc([N+](=O)[O-])cc1)Nn1cnnc1	3	2	4	-0.1	0	0	2	0	0.4
COc1ccc(C)cc1N(CC(=O)NCCN1CCOCC1)S(=O)(=O)c1ccccc1	1	-2	-5	0.0	3	-1	4	1	-0.8
O=C(Nc1ccc2nsnc2c1)NC1CCCCC1	2	1	5	0.0	0	-2	6	6	0.2
CCOc1cc(/C=N/NC(=O)C(=O)N/N=C/c2ccc(O)c(OCC)c2)ccc1O	0	0	-11	0.1	0	10	0	25	-2.6
CCCCCn1nc(C(=O)OCc2nc(N)nc(Nc3ccccc3)n2)c2ccccc2c1=O	·	·	-2	0.3	1	·	·	3	·
Cc1cc([N+](=O)[O-])nn1CC(=O)Nc1cnc2ccccc2c1	6	3	-4	-0.2	1	-1	1	5	0.4
Cc1ccc(-c2csc(N3CCC(NS(=O)(=O)c4ccc5c(c4)OCCO5)CC3)n2)cc1	1	-1	12	0.1	1	3	-6	16	-0.6
O=C(CN1C(=O)NC2(CCCCCC2)C1=O)N1CCC(Cc2ccccc2)CC1	-9	0	1	0.1	1	-14	-2	-6	4.3
CC(C)(C)n1ncc2c(=O)n(CC(=O)N3CCCc4ccccc43)cnc21	2	1	11	-0.1	3	8	-1	-5	-0.3
